# Screening results deposited in PubChem BioAssay by several laboratories.
# PMI act hi M6P = activators of human phosphomannose isomerase at near-saturating mannose 6-phosphate. P34949. coupled PMI enzyme assay, resazurin fluorescence, 20 min; active compounds read high; 1 = untreated enzyme, 0 = substrate-free blank. activation factor at 20 µM. hit rate 0.34% among 190,000;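 active means activation factor of 2 or more at 20 µM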
# Target sequence (P34949 whole entry, looked up): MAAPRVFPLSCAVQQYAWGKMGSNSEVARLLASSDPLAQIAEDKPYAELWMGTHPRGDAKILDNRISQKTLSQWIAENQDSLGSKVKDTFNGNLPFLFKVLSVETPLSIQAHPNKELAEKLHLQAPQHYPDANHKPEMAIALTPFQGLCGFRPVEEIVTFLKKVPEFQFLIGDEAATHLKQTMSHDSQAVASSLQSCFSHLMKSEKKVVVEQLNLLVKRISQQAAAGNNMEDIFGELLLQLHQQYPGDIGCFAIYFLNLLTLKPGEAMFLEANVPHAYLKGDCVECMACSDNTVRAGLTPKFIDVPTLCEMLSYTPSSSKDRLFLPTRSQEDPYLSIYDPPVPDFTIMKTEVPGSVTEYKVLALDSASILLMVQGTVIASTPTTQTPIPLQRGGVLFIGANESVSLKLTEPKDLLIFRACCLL
#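 Technique: Diaphorase-driven resazurin-to-resorufin fluorescence, excitation 544, emission 590 nm | Assay system: Human PMI in coupled enzyme assay | Times: Enzyme reaction with compound 20 min at room temperature | Medium: HEPES-buffered pH 7.4 with magnesium and detergent | Reagent: Mannose-6-phosphate 1.0 mM (near-saturating) plus 0.22 mM NADP+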
# bIAP act = intestinal alkaline phosphatase (bovine) activation | purified bovine IAP, CDP-star luminescence, 30 min; active compounds read high; fold of DMSO-control signal, blank-subtracted | AID 1016 | hit rate 0.17% among 200,000 | activation factor at 20 µM;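 active means activation factor of 2 or more at 20 µM, a signal rise over negative controls twice the positive control's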
# TNAP act hi DEA = TNAP (human) activation, high acceptor. AID 1136. P05186. activation factor at 20 µM. purified TNAP, CDP-star luminescence, 1 M DEA, 30 min; active compounds read high; 0 = EDTA background, 1 = DMSO-only activity. 200,000 tested, under 10 active;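 active means activation factor at least 2 at 20 µM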
# Target sequence (P05186 whole entry, looked up): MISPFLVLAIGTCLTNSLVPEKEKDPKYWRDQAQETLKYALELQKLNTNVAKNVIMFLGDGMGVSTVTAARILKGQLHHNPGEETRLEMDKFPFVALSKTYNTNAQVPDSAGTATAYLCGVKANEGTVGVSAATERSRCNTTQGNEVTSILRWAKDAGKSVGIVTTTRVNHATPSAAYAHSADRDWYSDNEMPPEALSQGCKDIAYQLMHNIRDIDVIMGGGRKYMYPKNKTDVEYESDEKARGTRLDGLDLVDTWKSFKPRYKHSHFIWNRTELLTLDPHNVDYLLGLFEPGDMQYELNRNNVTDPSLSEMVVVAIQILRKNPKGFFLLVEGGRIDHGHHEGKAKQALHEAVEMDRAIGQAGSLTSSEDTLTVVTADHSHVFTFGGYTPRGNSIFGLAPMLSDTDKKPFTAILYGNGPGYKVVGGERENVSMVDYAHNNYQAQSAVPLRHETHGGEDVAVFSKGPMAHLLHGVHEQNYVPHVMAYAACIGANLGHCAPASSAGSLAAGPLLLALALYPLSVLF
#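 system = human TNAP | amount = enzyme diluted 1/800 final | reagent = 100 µM CDP-star substrate | signal = luminescent substrate turnover signal | dosing = one dose, 20 µM | benchmarks = EDTA negative control, DMSO positive control | measure = activation factor | timing = 30 min reaction, room temperature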
# TNAP inh noacc = blocks human TNAP activity with no phosphate acceptor present. P05186. purified TNAP, CDP-star luminescence, 30 min. inhibition, % at 20 µM. hit rate 0.26% among 200,000. AID 1012;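 active means tissue-nonspecific alkaline phosphatase inhibition above about 50% at 20 µM in the single-dose screen, limit read from the data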;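 further: 0% = DMSO negative control and 100% = EDTA positive control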
# L major viab = reduces viability of Leishmania major promastigotes; resazurin fluorescence viability; inhibition, % at 10 µM; hit rate 9% among 200,000; AID 1063; in the data active means inhibition above about 50%;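 further: promastigotes grown with compound for 44 hours at 28 °C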
# bIAP inh = blocks bovine intestinal alkaline phosphatase activity; purified bovine IAP, CDP-star luminescence, 30 min; inhibition, % at 20 µM; 190,000 tested, under 10 active;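 active means over 50% inhibition of intestinal alkaline phosphatase at 20 µM in the single-dose screen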
#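 System: purified bovine intestinal alkaline phosphatase (IAP) enzyme; Input: IAP diluted 1/65,000,000 in the well; Measured by: CDP-star luminescence signal; Compound dosing: 20 µM single dose; Incubation: 30 min reaction at room temperature.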
# Diaph act CS = activates diaphorase or chemically reduces, flagging diaphorase assay artifacts | Diaphorase/resazurin coupled assay, resorufin fluorescence, 16 min; active compounds read high; 1 = vehicle wells, 0 = NADH-free wells | activation factor at 20 µM | hit rate 0.005% among 190,000 | AID 1229;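 active means diaphorase activity raised at least twofold by the compound at 20 µM; inactive means activation factor below 2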
#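 Material: purified diaphorase enzyme from Clostridium kluyveri / Medium: HEPES pH 7.4 buffer with MgCl2 and Tween 20 / Schedule: enzyme reaction of 16 min at room temperature / Measured by: resorufin fluorescence, excitation 544 nm, emission 590 nm / Evaluation: rise in resorufin formation, marking diaphorase activation or chemical reduction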
# TNAP inh hiacc = TNAP (human) inhibition, high acceptor. AID 1135. hit rate 0.03% among 200,000. inhibition, % at 20 µM. purified TNAP, CDP-star luminescence, 1 M DEA. P05186;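 active means over 50% inhibition of tissue-nonspecific alkaline phosphatase at 20 µM in the single-dose screen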;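 further: plate controls were DMSO wells for no effect and EDTA-quenched wells as full inhibition for full effect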
# Diaph inh CS = diaphorase inhibition or chemical oxidation counter-screen. diaphorase resazurin-to-resorufin fluorescence, NADH, 16 min; bacterial (C. kluyveri) enzyme, not human. inhibition, % at 20 µM. hit rate 0.69% among 190,000. AID 1217;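 active means primary screen inhibition at 20 µM above a set limit, cut at about 50% in these data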;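 further: plate controls were DMSO with full reaction for no effect and wells lacking NADH for full effect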
#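 System: Diaphorase enzyme from Clostridium kluyveri | Amount: Enzyme working solution with 0.14 U/mL diaphorase | Benchmarks: No-NADH positive control and DMSO neutral control | Signal: Fluorescence of resorufin formed from resazurin, Ex 544/Em 590 nm | Schedule: 16-min room-temperature incubation before reading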
# PMI act = activators of human phosphomannose isomerase | P34949 | purified human PMI, coupled resazurin fluorescence, 20 min; active compounds read high; 1 = vehicle control, 0 substrate-free wells | activation factor at 20 µM | hit rate 0.005% among 190,000 | AID 1214;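 active means activation factor of 2 or more at 20 µM, relative to plate controls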
# The depositor's hits bear a star; / = not tested or not shown.
SMILES,PMI act hi M6P,bIAP act,TNAP act hi DEA,TNAP inh noacc,L major viab,bIAP inh,Diaph act CS,TNAP inh hiacc,Diaph inh CS,PMI act
Cc1cccc(CS(=O)(=O)c2nnc([C@H](Cc3ccccc3)NC(=O)OC(C)(C)C)o2)c1,1.1,1,1.1,-6,1,2,0.8,-10,25,1
O=C(NCc1ccco1)c1ccc2c(=O)n(-c3ccccc3)c(=S)[nH]c2c1,1,1,1,-2,0,0,0.9,2,10,0.9
CSc1nc2ccc(NC(=O)C3CC(=O)N(Cc4ccco4)C3)cc2s1 (centres undefined),1.1,1,1.1,-7,-5,-3,1,-10,-1,1.1
COc1ccc(NC(=O)C(NC(C)=O)C(=O)NCc2ccccc2)cc1 (centres undefined),0.9,1,1,-10,-2,4,1,-1,2,0.9
Cn1c(=O)c(C(=O)COc2ccc(C#N)cc2)c(N)n(Cc2ccccc2)c1=O,0.9,1,1,-5,-4,-1,0.9,3,7,0.9
O=c1/c(=C/c2ccccn2)sc2n1CN(c1ccccc1)CN=2,0.8,1,1,-4,-2,4,0.8,-3,18,0.9
Cc1cccc(Nc2nc(NCc3ccco3)nc(N3CCOCC3)n2)c1,0.8,0.9,1,-7,26,8,0.7,-3,27,0.7
Cc1n[nH]c(C)c1NC(=O)c1cc([N+](=O)[O-])ccc1Cl,1.1,1,1,-12,20,-2,1,-3,5,1.2
CC(C)N1CCC(N2CCN(Cc3ccc(C#CC(C)(C)O)s3)CC2CCO)CC1 (centres undefined),0.9,0.9,1,-7,-1,8,0.9,-2,12,0.9
Cc1nn(CC(=O)NC(C)c2ccccc2)c(C)c1[N+](=O)[O-] (centres undefined),/,1.1,1,1,18,-12,/,-4,/,/

# 4 entries from above, ordered by the value under TNAP inh hiacc, descending:
Structure | TNAP inh hiacc
Cn1c(=O)c(C(=O)COc2ccc(C#N)cc2)c(N)n(Cc2ccccc2)c1=O | 3
O=C(NCc1ccco1)c1ccc2c(=O)n(-c3ccccc3)c(=S)[nH]c2c1 | 2
CC(C)N1CCC(N2CCN(Cc3ccc(C#CC(C)(C)O)s3)CC2CCO)CC1 (centres undefined) | -2
Cc1n[nH]c(C)c1NC(=O)c1cc([N+](=O)[O-])ccc1Cl | -3

# More structures:
SMILES,PMI act hi M6P,bIAP act,TNAP act hi DEA,TNAP inh noacc,L major viab,bIAP inh,Diaph act CS,TNAP inh hiacc,Diaph inh CS,PMI act
CCOC(=O)C(C)Oc1cccc2c(=O)n(CC(=O)NCc3ccc4c(c3)OCO4)ccc12 (centres undefined),1.1,1,1,-9,-8,-3,1,3,-4,1.1
CCC(=O)N1CCc2cc(Br)cc(S(=O)(=O)NCCN3CCCCC3C)c21 (centres undefined),1,0.8,1.1,-11,92*,19,0.9,-7,7,0.9
O=C1Nc2ccccc2N(O)N1c1cc(-c2ccccc2)[nH]n1,0.9,1.1,1,81*,-4,-6,1,-2,5,1
O=C1c2ccccc2C(=O)N1CN(C(=O)c1ccccc1)c1ccc(O)cc1,1,1,1,-17,-4,1,1,-1,2,1
COc1ccc2c(c1)C(C)=CC(C)(C)N2C(=O)CSc1nnc(-c2ccc(C)cc2)o1,0.8,1,1,-8,11,-5,0.8,-3,22,0.8
CCCC(=O)Nc1ccc(NC(=O)C2CC2)cn1,0.9,1,1,-4,-3,1,0.9,-3,11,0.9
COc1cccc(C(C(=O)NC(C)(C)C)N(C(=O)CCC(=O)Nc2cc(C)on2)C(C)C)c1OC (centres undefined),0.9,1.1,1,-2,-1,-15,1,0,5,0.9
COc1ccc(CC(NC(C)=O)C(=O)NC2CCN(C(=O)NCc3ccccc3)CC2)cc1 (centres undefined),1,1,1,-8,1,-2,1,2,5,1.1
O=C(/C=C/c1c(F)cccc1Cl)NCc1ccco1,0.9,1.1,1.1,-11,-4,-5,0.8,-6,17,1
CCOC(=O)N/N=C(/C)c1cccc(-n2cnnn2)c1,1.1,1.1,1.1,-9,1,-7,1.1,-7,-6,1.1
O=C1CCCc2c1cc(-c1ccccc1)n2-c1ccc(O)cc1,1,1.3,1.1,-7,53*,-26,0.8,-5,16,1
COc1ccc(COc2cc(-c3cccc(OC)c3)nc3ccc(NC(C)=O)cc23)cc1,0.8,0.9,1,0,6,11,0.7,1,30,0.8
O=C(c1cnn2c1NC(c1ccc(Br)cc1)CC2C(F)(F)F)N1CCN(C23CC4CC(CC(C4)C2)C3)CC1 (centres undefined),0.9,0.9,1,-6,23,5,0.8,-1,20,1
CCN(CC)C(=O)CSc1nc2cc3c(cc2c(=O)n1CCCC(=O)NCCc1ccc(OC)c(OC)c1)OCO3,0.9,1.2,1,-7,1,-22,0.9,0,7,1
CCCc1nc2c(c(=O)c3ccccc3n2C)c(=O)n1C1CCCCCC1,1.1,1,1,7,5,4,1,-1,1,1
CCCCOc1ccc(C(=O)N2CCCC2C(=O)O)cc1 (centres undefined),0.9,1,1,-12,-7,-1,0.8,-3,19,1
CCn1nnnc1SCC(=O)Nc1nnc(C(C)C)s1,1,1,1,-14,3,-3,1,-3,2,0.9
COc1ccc(N2CCN(S(=O)(=O)c3ccc(C(=O)NCc4ccco4)cc3)CC2)cc1,1,1.1,1,-4,0,-8,1,1,-2,1.1
O=c1cc(N2CCC3(CC2)OCCO3)[nH]c(=O)n1-c1ccc(Cl)cc1,0.9,1,1,-8,-4,3,0.8,-3,15,0.9
COC(=O)c1ccc(CSc2nc3ccccc3c(=O)n2-c2ccccc2)o1,1,1,1,-2,19,1,0.9,-2,14,0.9

# Entries of single compounds as entered above. Screens in order: PMI act hi M6P, bIAP act, TNAP act hi DEA, TNAP inh noacc, L major viab, bIAP inh, Diaph act CS, TNAP inh hiacc, Diaph inh CS, PMI act
# Cc1cccc(CS(=O)(=O)c2nnc([C@H](Cc3ccccc3)NC(=O)OC(C)(C)C)o2)c1 is listed with 1.1, 1, 1.1, -6, 1, 2, 0.8, -10, 25, 1
# O=C1Nc2ccccc2N(O)N1c1cc(-c2ccccc2)[nH]n1 is listed with 0.9, 1.1, 1, 81*, -4, -6, 1, -2, 5, 1

# Remaining list, next part.
SMILES,PMI act hi M6P,bIAP act,TNAP act hi DEA,TNAP inh noacc,L major viab,bIAP inh,Diaph act CS,TNAP inh hiacc,Diaph inh CS,PMI act
COc1cccc(/C=N/N2CCN(c3ccccc3OC)CC2)c1,0.8,1,1,-14,-4,-1,0.8,-3,23,0.8
Cc1ccc2nc(CSc3nc(C)ccc3C#N)[nH]c2c1,1.8,1,1.1,-23,4,1,0.7,-11,29,1.4
COCCN1C(=O)CS/C1=C(/C#N)C(=O)NCc1ccco1,1,0.9,1.1,-18,3,7,0.9,-7,5,1.1
NNC(=O)c1ccc(COc2cccc3cccnc23)cc1,1,1,1.1,-15,-2,2,0.9,-8,14,1.1
COCCNC(=O)c1cc(S(=O)(=O)N2CCOCC2)ccc1SCc1cccc(OC)c1OC,1,1.1,1.1,-8,5,-9,0.9,-7,12,1
Clc1ccccc1-c1nc(/C=N/N2CCOCC2)c2ccccn12,0.6,1.2,1,-11,0,-16,0.8,-4,18,0.9
CCOc1ccc(C2NC(=O)C(C#N)=C(S)N2c2ccc(OC)cc2)cc1OC (centres undefined),1.2,1,1.1,2,-4,-3,1.1,-6,-6,1.1
CC1=C(C(=O)NC(C)CCc2ccccc2)C2(CCC(C)CC2)OC1=O (centres undefined),0.9,0.9,1,-8,12,10,0.9,-3,14,1
Cn1c(Cc2ccccc2)n[nH]c1=S,1,0.9,1,14,-7,8,1,3,2,1
COc1ccc(C(=O)/C=C/C(=O)N(CC(=O)NC2CCCCC2)Cc2cccs2)c(O)c1,0.9,1,1.1,-3,31,-2,0.8,-6,18,0.9
CC1CCc2sc(C(=O)Nc3ccc(N4CCOCC4)cc3)cc2C1 (centres undefined),0.8,1,1,-6,2,4,0.7,0,30,0.9
NS(=O)(=O)c1ccc(CCNCc2cc(Br)ccc2OCc2ccccc2)cc1,1.2,0.9,1,4,55*,6,1,1,-4,1.1
Cc1cc(=O)oc2c(CN(CC(C)C)CC(C)C)c(O)ccc12,1,0.9,1,-12,-5,5,0.9,-1,8,1
C=CCSc1nc(C)c(CCC(C)C)c(=O)[nH]1,1,1,1,-3,-3,-4,0.9,-3,12,0.9
Cc1nc2c(-c3ccccc3)c(C)nn2c(N)c1-c1ccccc1,0.8,0.9,1,-4,100*,10,0.6,-3,35,0.8
COCCN1Cc2cccc(C(=O)N3CCN(c4ccccc4)CC3)c2C1=O,1.1,1.2,1,-15,-2,-16,1,0,-1,1.1
CCc1ccccc1-n1c(SCC(=O)N2CCCC2)nnc1-c1ccccn1,0.9,1.1,1,-5,16,-9,0.8,0,15,0.9
O=S(=O)(NCc1cn2ccsc2n1)c1ccc2c(c1)OCCO2,0.9,0.9,1,-13,2,13,0.9,1,14,0.9
CCN(CC)S(=O)(=O)c1cccc(-c2nnc(SCC(=O)c3ccc(Cl)s3)n2C)c1,1,1,1,-2,78*,-2,0.8,-3,21,1.1
COc1ccc(-c2csc(NC(=O)c3cc(=O)c4ccccc4o3)n2)cc1OC,1.1,0.7,0.9,-1,7,25,1,10,0,1.1
CCCCN(C(=O)c1cc(OC)c(OC)c(OC)c1)C1=CC2CCC(C1)N2C (centres undefined),1.1,0.9,1.1,-14,-1,8,0.9,-6,8,1.1
O=[N+]([O-])c1cc(/C=N/n2c(-c3cccnc3)n[nH]c2=S)ccc1Cl,0.9,0.9,0.9,30,7,14,0.5,8,51*,0.9
CCNc1nc(NCC)n2c(SC(C(=O)Nc3cc(C)ccc3OC)c3ccccc3)nnc2n1 (centres undefined),0.8,0.6,1,-8,89*,41,0.9,-1,14,0.8
O=C(Nc1cccc(C(F)(F)F)c1)c1ccc2nc(N3C(=O)CCC3=O)sc2c1,1,1,1,-7,-5,5,0.9,-2,5,1
COc1ccccc1-n1c(SCC(=O)Nc2cccc(S(N)(=O)=O)c2)nc2ccccc2c1=O,0.6,1,1,1,-2,3,0.6,-2,36,0.9
Cc1cc(O)c(C=Nc2ccc(Cl)cn2)c(=O)o1,1.6,0.9,1,-10,-7,7,0.9,-4,10,1.3
CC(=O)c1ccc(N(C(=O)Cc2c[nH]c3ccccc23)C(C(=O)NC2CCCCC2)c2cccs2)cc1 (centres undefined),0.8,1,1,-3,6,-2,0.8,0,20,0.8
CSc1ccccc1C(=O)C1CCCN(C(=O)CCN2CCCO2)C1 (centres undefined),0.8,1,1,-2,-1,2,0.9,-2,10,0.8
CC(C)C(=O)Nc1cccc(C(=O)Nc2cc([N+](=O)[O-])ccc2F)c1,0.9,0.9,1,4,9,11,0.8,-1,16,0.9
